TPT1 inh = Candida albicans TPT1 enzyme inhibitors, primary screen, biochemical, fluorescence polarization. recombinant caTPT1, FP RNA substrate dephosphorylation. inhibition, % at 5 µM. 300,000 compounds, 0.81% hits. tRNA 2'-phosphotransferase TPT1 (Candida albicans SC5314);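 active = inhibition above the mean of all tested compounds plus 3 SD, set per screening campaign, cut at about 24% in these data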;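 note: plate controls were DMSO alone for no effect and ferristatin control at 100 nM for full effect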
ZTA counter = ZTA (EBV) inhibition in EBNA-1 counter-screen. P03206. ZTA-DNA binding, fluorescence polarization. inhibition, % at 11 µM. 320,000 compounds, 0.15% hits. AID 2234; in the data active = inhibition above about 33%
PREPL inhibitor = PREPL enzyme inhibitors, primary screen, biochemical, fluorescence polarization | recombinant PREPL, fluorescence polarization activity-based probe | AID 2751, 2010 | Prolyl endopeptidase-like (Homo sapiens), Q4J6C6 | inhibition, % at 5.96 µM | 320,000 compounds, 0.68% hits; in the data active = inhibition above about 43%;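 note: 0% = enzyme with DMSO and 100% = wells lacking enzyme; many of its hits are not listed in these tables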
Target sequence (Q4J6C6 whole entry, looked up): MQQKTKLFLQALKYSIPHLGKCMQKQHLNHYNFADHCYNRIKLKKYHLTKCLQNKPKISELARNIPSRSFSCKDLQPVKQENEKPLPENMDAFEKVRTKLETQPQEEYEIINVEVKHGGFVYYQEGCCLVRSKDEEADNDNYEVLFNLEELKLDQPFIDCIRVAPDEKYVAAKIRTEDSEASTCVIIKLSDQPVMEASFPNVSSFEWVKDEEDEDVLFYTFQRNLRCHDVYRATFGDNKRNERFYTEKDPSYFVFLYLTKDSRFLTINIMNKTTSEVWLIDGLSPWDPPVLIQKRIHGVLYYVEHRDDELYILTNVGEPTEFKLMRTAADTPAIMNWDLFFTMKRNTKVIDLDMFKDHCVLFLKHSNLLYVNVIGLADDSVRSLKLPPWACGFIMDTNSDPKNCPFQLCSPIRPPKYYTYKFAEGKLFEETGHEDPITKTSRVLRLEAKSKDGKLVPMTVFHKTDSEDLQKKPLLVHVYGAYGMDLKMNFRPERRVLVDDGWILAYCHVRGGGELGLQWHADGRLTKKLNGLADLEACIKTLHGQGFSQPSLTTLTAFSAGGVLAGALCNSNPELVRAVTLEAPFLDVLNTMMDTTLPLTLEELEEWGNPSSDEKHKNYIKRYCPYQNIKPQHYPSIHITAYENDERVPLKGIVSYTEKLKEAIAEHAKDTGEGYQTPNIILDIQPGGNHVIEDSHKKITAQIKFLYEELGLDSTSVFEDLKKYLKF
PP5 primary = PP5 phosphatase inhibitors, primary screen, biochemical, fluorescence. Serine/threonine-protein phosphatase 5 (Homo sapiens), P53041. purified PP5c, OMFP substrate fluorescence. inhibition, % at 6.7 µM. 320,000 compounds, 0.18% hits. AID 1987, 2009;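 active = inhibition above the campaign's mean inhibition across all tested compounds plus 3 SD, cut at about 9.5% in these data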;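 note: 0% = DMSO only and 100% = 100 µM cantharidin control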
Efflux pump mplx = inhibitors of Candida efflux pumps in yeast, primary screen, S. cerevisiae, Nile Red, multiplex; inhibition, % at 10 µM; S. cerevisiae Candida pump triplex; AID 485275, 2010; 330,000 compounds, 0.44% hits;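 active = plate passing quality check with inhibition over a set limit, or well fluorescence over plate mean plus 4 SD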;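 note: Nile Red retained in pooled yeast measured as flow cytometry median fluorescence; 0% = buffer negative control and 100% = Enniatin B positive control; higher means more Nile Red kept so more efflux inhibition; some compounds called inactive have numbers as strong as hits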
EBNA-1 inh = EBNA-1 DNA-binding inhibitors, primary screen, biochemical, fluorescence polarization; AID 1950, 2009; inhibition, % at 14.8 µM; 300,000 compounds, 0.34% hits; in the data active = inhibition above about 28%
CTSL1 counter = Fasciola hepatica cathepsin L1 inhibitors, primary screen, counter-screen for PFM18AAP inhibitor project, biochemical, QFRET, fluorogenic peptide substrate. recombinant F. hepatica cathepsin L1, Z-Leu-Arg-MCA fluorescence. inhibition, % at 5.96 µM. 300,000 compounds, 0.49% hits. AID 1906, 2009;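 active = inhibition above the mean of all tested compounds plus 3 SD, set per screening campaign, cut at about 17% in these data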;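 note: 0% = plate median of test compound wells and 100% = 1 µM Z-Phe-Ala-diazomethylketone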
PP1 inh = PP1-alpha phosphatase inhibitors, primary screen, counter-screen for PP5 inhibitor project, biochemical, fluorescence, OMFP substrate, single point; Serine/threonine-protein phosphatase PP1-alpha catalytic subunit (Homo sapiens), P62136; purified PP1alpha; inhibition, % at 6.7 µM; 320,000 compounds, 0.9% hits; AID 2235, 2010;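 active = inhibition above the mean inhibition of all tested compounds plus 3 SD, computed separately for each screening campaign, cut at about 15% in these data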
Target sequence (P62136 whole entry, looked up): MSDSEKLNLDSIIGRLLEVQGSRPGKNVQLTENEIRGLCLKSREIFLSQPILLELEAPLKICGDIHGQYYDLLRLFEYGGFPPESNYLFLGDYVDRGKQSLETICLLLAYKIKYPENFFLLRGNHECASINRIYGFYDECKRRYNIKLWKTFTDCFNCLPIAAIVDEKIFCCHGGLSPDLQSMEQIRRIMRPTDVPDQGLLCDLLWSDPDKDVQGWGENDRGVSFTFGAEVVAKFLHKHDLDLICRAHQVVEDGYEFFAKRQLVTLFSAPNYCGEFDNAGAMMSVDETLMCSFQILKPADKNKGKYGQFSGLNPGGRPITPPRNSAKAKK
HCV core dimer = inhibitors of HCV core protein dimerization, primary screen, biochemical, TR-FRET, high-throughput. 300,000 compounds, 0.33% hits. TR-FRET GST/Flag-core106 dimerization, 1536-well. inhibition, % at 5 µM;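 active = inhibition above the mean of all tested compounds plus 3 SD, set per screening campaign, cut at about 45% in these data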
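Assay system: tagged HCV core106 pair (GST and Flag); medium: KF-containing HEPES buffer, pH 7.45, DTT, CHAPS, BSA; also added: Eu donor and XL665 acceptor anti-tag antibodies; dosing: 5 µM single dose; timing: compound-protein-antibody incubation 4 h at 22.5 °C; signal: TR-FRET 671 and 617 nm emission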
* marks the source's active call; other numbers are inactive results. Only part of the results is shown, so the mix of outcomes need not match the whole.

SMILES	TPT1 inh	ZTA counter	PREPL inhibitor	PP5 primary	Efflux pump mplx	EBNA-1 inh	CTSL1 counter	PP1 inh	HCV core dimer
COC(=O)c1ccc(N)cc1O	1	-5	2	-0.8	0.1	-9	0	1	-2
Cc1cccc(C)c1OCC(=O)N/N=C/c1cccnc1	-4	-6	9	1.1	-0.2	-5	-2	1	-3
CC1CCN(C(=O)CSc2n[nH]c(-c3cccs3)n2)CC1	0	-10	-1	3.0	-0.6	3	-3	-1	2
COc1cccc(-c2cc(C(=O)NCCCn3ccnc3)c3ccccc3n2)c1	-5	7	-2	-0.3	-0.2	1	0	-2	9
Cc1ccc(NC(=O)C(C)NC(=O)OCc2ccccc2)cc1C (centres undefined)	2	3	-5	-0.1	0.1	-11	0	-4	-3
CCOC(=O)CC(NC(=O)CCc1c(C)nc2nc(C)nn2c1C)c1ccc(OC(C)C)cc1 (centres undefined)	-6	-3	-2	-0.3	-0.2	-13	-4	-5	10
CC(=O)Nc1ccc(C(=O)n2nc(C)cc2C)cc1	0	-3	4	1.5	-0.1	-3	-2	-5	1
CCOC(=O)C1C(=O)OC(C)(C)C1C(CC)C(=O)c1c(C)cc(C)cc1C (centres undefined)	3	-9	-4	3.0	0.1	-7	-1	1	0
CCOCCCNS(=O)(=O)c1ccc(NC(=O)C2CC(=O)N(c3ccc(C)cc3)C2)cc1 (centres undefined)	-5	17	6	0.4	-0.1	1	0	-1	6
CC(=O)c1cccc(S(=O)(=O)N(Cc2cc3cc4c(cc3[nH]c2=O)OCCO4)CC2CCCO2)c1 (centres undefined)	-2	-2	17	0.9	0.0	-3	9	-2	-2
O=C(O)c1ccccc1NC(c1ccccc1)c1ccc(Cl)cc1 (centres undefined)	-4	6	-13	-0.2	-0.3	7	-3	10	7
CNC(C)C#Cc1ccc2sc3cccc(OC)c3c(=O)c2c1 (centres undefined)	10	11	-11	4.6	0.1	-4	3	14	11
C=Cn1c(N2CCOCC2)nc2c1c(=O)[nH]c(=O)n2C	-1	4	-6	2.8	0.2	-16	1	-1	4
COCCCNC(=O)CCc1c(C)nc2c(-c3ccc(F)cc3)c(C)nn2c1C	4	-3	9	-2.1	-0.2	2	-1	-4	-1
COc1ccc(Cl)cc1NC(=O)COC(=O)CNC(=O)c1ccc([N+](=O)[O-])c(C)c1	2	-2	10	1.9	0.4	-2	-11	-1	-4
CCc1noc(C)c1C(=O)Nc1ccc(C#N)cc1	2	21	1	-1.7	-0.1	2	2	-1	-1
Cc1ccc(CNC(=O)CNC(=S)N(Cc2ccccc2)Cc2cccnc2)cc1	1	10	-10	0.9	0.0	5	-3	-4	5
C=CCN1C(=O)c2ccc(C(=O)N3CCN(c4ccccc4OC)CC3)cc2C1=O	-3	-11	6	-0.9	0.0	-2	3	-4	-1
COC(C[C@@H]1O[C@H]1[C@H](O)[C@@H](C)OCc1ccccc1)OC	3	11	0	0.9	0.1	-4	-2	7	-5
COc1ccc(CNC(=O)c2c(O)c3cccc4c3n(c2=O)CCC4)cc1OC	2	20	5	2.7	-0.1	3	-1	-5	-3
CCOC(=O)c1c(NC(=O)CSc2nc3ccccc3c(=O)n2-c2ccc(F)cc2)sc(C(C)=O)c1C	-3	2	5	-0.6	0.9	2	-7	0	0
CN1Cc2c(N3CCOCC3)nc3sc(C(=O)c4ccccc4)c(N)c3c2CC1(C)C	3	11	61*	2.3	-0.2	-4	1	3	1
O=C(CN1C(=O)C2C3C=CC(C3)C2C1=O)Nc1cccc2c1CCCC2 (centres undefined)	-6	0	8	0.2	-0.1	1	2	-1	-2
CCOc1ccc(S(=O)(=O)Nc2ccccc2C(=O)N/N=C/c2c(OC)ccc3ccccc23)cc1	1	-2	6	0.9	-0.4	5	4	2	33
COc1ccc(CN2CCN(Cc3ccc(OC)c(OC)c3OC)CC2)cc1	-1	-8	12	1.7	0.8	-11	-1	-1	-1

Arranged by the number under PREPL inhibitor (descending): some entries from above.
mol,PREPL inhibitor
CCOC(=O)c1c(NC(=O)CSc2nc3ccccc3c(=O)n2-c2ccc(F)cc2)sc(C(C)=O)c1C,5
COC(C[C@@H]1O[C@H]1[C@H](O)[C@@H](C)OCc1ccccc1)OC,0
O=C(O)c1ccccc1NC(c1ccccc1)c1ccc(Cl)cc1 (centres undefined),-13

Other records follow.
SMILES	TPT1 inh	ZTA counter	PREPL inhibitor	PP5 primary	Efflux pump mplx	EBNA-1 inh	CTSL1 counter	PP1 inh	HCV core dimer
Cc1[nH]c(C)c(S(=O)(=O)N(Cc2ccccc2)C(C)C)c1C(=O)N1CCCC1	-1	4	18	1.7	0.1	-17	-5	-2	-9
O=C(O)COc1ccccc1/C=N/NC(=O)CN1CCN(Cc2ccccc2Cl)CC1	-4	6	-7	0.6	0.0	6	3	-2	0
C/C=C(/C)C(=O)Nc1cccc(C2=NOC3(C2)C[C@@H](C(N)=O)N(C(=O)C2(C)CC2)C3)c1 (some centres undefined)	-2	12	1	2.0	-0.1	4	3	-1	2
NC(=O)C1CCN(CC(=O)N2N=CCC2c2ccccc2)CC1 (centres undefined)	-1	-6	1	-1.2	0.0	3	-4	-4	4
Nc1ccc2nc(C3CCCCC3)[nH]c2c1	0	-27	-1	4.1	-0.1	2	-6	2	-8
Cc1cc(N)n(-c2nc(-c3cccnc3)nc3ccccc23)n1	-6	4	6	3.0	0.0	-14	0	-4	-3
COc1ccc(CNC(=S)NNC(=O)c2cc3ccccc3o2)cc1	-4	0	-9	1.1	0.0	-7	4	-1	-3
Fc1ccc(-c2nc3c(-c4ccc(Cl)cc4)cnn3cc2CCN2CCOCC2)cc1	0	-1	-25	-1.6	0.0	-17	-2	1	0
S=C(Nc1ccc(Cl)cc1)Nc1cccc2cnccc12	1	0	43	1.4	-0.2	-9	2	-3	10
Cc1ccc(C(C(=O)NC(C)(C)C)N(Cc2ccccc2)C(=O)c2snc(C(N)=O)c2N)o1 (centres undefined)	3	-19	-8	2.2	0.0	4	4	-1	5
CN(C)S(=O)(=O)c1ccc(C(=O)NCC(=O)Nc2ccc(F)c(F)c2)cc1	2	9	2	0.4	0.0	17	-1	0	8
CC(OC(=O)c1cccc(S(=O)(=O)N2CCCC2)c1)C(=O)NC1CCCCC1C (centres undefined)	0	-4	3	0.3	0.1	4	-13	-12	4
Nn1cnc2scc(-c3ccco3)c2c1=O	-4	-8	-2	-1.5	-0.2	12	1	-1	-3
COc1cccc(C2=NO[C@@H]3C(=O)N(Cc4ccccc4)C(=O)[C@H]23)c1OC	1	-2	2	0.6	0.0	5	3	-3	-4
O=C(CN(Cc1ccco1)C(=O)c1nsc(Cl)c1Cl)NC1CCCCC1	0	-13	8	-1.7	-0.1	-5	5	2	-2
O=C(O)CCCC(=O)Nc1ccc(Cl)c(Cl)c1	-5	-10	2	0.1	0.1	3	-4	0	4
CCOCCCNC(=O)C1CC(=O)N(C2CCCC2)C1 (centres undefined)	1	-6	11	1.0	-0.1	-13	0	-4	-2
O=C(Nc1ccc(Br)c(C(F)(F)F)c1)c1ccc(C(F)(F)F)cc1	-1	12	-4	3.3	0.1	-3	2	5	0
O=C(NCC(=O)N1CCN(Cc2ccccc2)CC1)c1ccc(Cl)cc1	-1	5	9	-1.0	0.1	5	-2	1	17
CCC(C)C(NS(=O)(=O)c1ccc(C)cc1)C(=O)N1CCOCCOCCOCC1 (centres undefined)	-1	-11	-2	1.1	0.1	-5	-3	1	-5
CCCCC(=O)N/N=C/c1ccc(N2CCOCC2)c([N+](=O)[O-])c1	2	2	-5	-2.7	-0.1	4	4	-3	-3
O=C1OC(OC2CCCCC2)(c2ccccc2)c2ccccc21 (centres undefined)	3	6	-4	-1.5	-0.1	1	-3	-3	3
c1cc2c(c(NCc3ccncc3)c1)CCCC2	-6	0	28	2.5	0.0	6	0	0	-10
CCn1c(C)nc2cc(C(=O)NNC(=S)Nc3ccc(OC)cc3)ccc21	-1	3	7	-0.7	0.1	0	-3	-1	-1
Cc1cc(NC(=O)c2ccc(C)o2)no1	-6	10	23	-0.6	0.0	5	0	1	-22

Fetched one by one from the list above, two records:
SMILES	TPT1 inh	ZTA counter	PREPL inhibitor	PP5 primary	Efflux pump mplx	EBNA-1 inh	CTSL1 counter	PP1 inh	HCV core dimer
CCOC(=O)C1C(=O)OC(C)(C)C1C(CC)C(=O)c1c(C)cc(C)cc1C (centres undefined)	3	-9	-4	3.0	0.1	-7	-1	1	0
CCOCCCNS(=O)(=O)c1ccc(NC(=O)C2CC(=O)N(c3ccc(C)cc3)C2)cc1 (centres undefined)	-5	17	6	0.4	-0.1	1	0	-1	6

(further entries)
SMILES	TPT1 inh	ZTA counter	PREPL inhibitor	PP5 primary	Efflux pump mplx	EBNA-1 inh	CTSL1 counter	PP1 inh	HCV core dimer
CCOC(=O)C(C(=O)OCC)C1N=C(N)N=C2Oc3ccccc3N21 (centres undefined)	2	-13	16	3.5	-0.1	2	-4	1	-3
COC(=O)CSc1nnc(CNc2ccc(Cl)cc2)n1Cc1ccccc1	2	-6	-7	5.8	0.0	5	-10	7	-3
O=C(O)c1cccc(NS(=O)(=O)c2ccc3c(c2)OCCCO3)c1	-4	-8	11	0.0	-0.3	6	-5	0	-9
CC(C)Cc1nc(S(=O)(=O)c2ccc(Cl)cc2)c(N2CCOCC2)o1	1	-1	0	0.3	-0.1	-3	1	-6	-1
Cc1ccc(-n2cc(CN(C)Cc3nccn3C)c(-c3ccc(F)cc3)n2)cc1	-4	-12	-13	2.8	-0.2	-11	5	-3	-3
CC(C)C(=O)N1CCC2(CC1)Oc1ccc(Cl)cc1C(=O)C21CC(c2ccc(Cl)cc2)=NO1 (centres undefined)	1	-13	-2	0.4	0.1	-2	-1	3	14

Whole records as entered above:
Entry for `Cc1ccc(-n2cc(CN(C)Cc3nccn3C)c(-c3ccc(F)cc3)n2)cc1` = TPT1 inh: -4; ZTA counter: -12; PREPL inhibitor: -13; PP5 primary: 2.8; Efflux pump mplx: -0.2; EBNA-1 inh: -11; CTSL1 counter: 5; PP1 inh: -3; HCV core dimer: -3
Entry for `CCOC(=O)C(C(=O)OCC)C1N=C(N)N=C2Oc3ccccc3N21` (centres undefined) = TPT1 inh: 2; ZTA counter: -13; PREPL inhibitor: 16; PP5 primary: 3.5; Efflux pump mplx: -0.1; EBNA-1 inh: 2; CTSL1 counter: -4; PP1 inh: 1; HCV core dimer: -3
Entry for `CC(C)C(=O)N1CCC2(CC1)Oc1ccc(Cl)cc1C(=O)C21CC(c2ccc(Cl)cc2)=NO1` (centres undefined) = TPT1 inh: 1; ZTA counter: -13; PREPL inhibitor: -2; PP5 primary: 0.4; Efflux pump mplx: 0.1; EBNA-1 inh: -2; CTSL1 counter: -1; PP1 inh: 3; HCV core dimer: 14

Structures listed so far that have a nitro group on carbon:
SMILES	TPT1 inh	ZTA counter	PREPL inhibitor	PP5 primary	Efflux pump mplx	EBNA-1 inh	CTSL1 counter	PP1 inh	HCV core dimer
COc1ccc(Cl)cc1NC(=O)COC(=O)CNC(=O)c1ccc([N+](=O)[O-])c(C)c1	2	-2	10	1.9	0.4	-2	-11	-1	-4
CCCCC(=O)N/N=C/c1ccc(N2CCOCC2)c([N+](=O)[O-])c1	2	2	-5	-2.7	-0.1	4	4	-3	-3

Assay outcomes deposited in PubChem BioAssay by several laboratories.
